From PubChem BioAssay
PRMT1 inh: inhibitors of human PRMT1; 370,000 tested, 1.3% active; inhibition, % at 2.79 µM; Q99873; recombinant PRMT1, activity-based probe fluorescence polarization; AID 652257;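 active = inhibition above about 21% made by adding two undisclosed values, limit read from the data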
Target sequence (Q99873 whole entry, looked up): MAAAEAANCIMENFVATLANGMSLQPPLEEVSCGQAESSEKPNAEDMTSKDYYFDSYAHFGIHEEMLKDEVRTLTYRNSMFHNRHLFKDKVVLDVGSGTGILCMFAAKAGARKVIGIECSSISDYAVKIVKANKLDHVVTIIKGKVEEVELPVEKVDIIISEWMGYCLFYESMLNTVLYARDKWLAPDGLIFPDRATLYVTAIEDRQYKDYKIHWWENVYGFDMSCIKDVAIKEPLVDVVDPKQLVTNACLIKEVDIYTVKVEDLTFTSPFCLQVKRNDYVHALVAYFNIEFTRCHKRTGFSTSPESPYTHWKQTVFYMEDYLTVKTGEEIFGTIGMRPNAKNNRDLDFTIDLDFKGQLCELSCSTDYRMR
UHRF1 binding: blocks human UHRF1 binding to methylated DNA; Q96T88; UHRF1 binding to methylated oligo, TR-FRET; inhibition, % at 4.4 µM; 370,000 tested, 0.75% active; in the data active = inhibition above about 21%;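 note: UHRF1 SRA domain binding a hemimethylated CpG hairpin DNA probe; 0% = median of test compound wells and 100% = reference inhibitor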
Tn6 DDE FP: disrupts Tn6 cyclic peptide binding to fibrin D-Dimer-E complex; P02675; Fibrin DD(E) TRITC-Tn6 fluorescence polarization displacement; inhibition, % at 8.3 µM; 370,000 tested, 0.21% active;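 active = inhibition above a per-campaign cutoff: mean of compounds within control limits plus 3 SD, cut at about 15% in these data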;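 note: 0% = median of all compound wells on the plate and 100% = blocking peptide control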
TDP2 absorb: blocks human TDP2 phosphodiesterase activity; O95551; recombinant TDP2, T5PNP hydrolysis, p-nitrophenol absorbance 415 nm; 370,000 tested, 0.34% active; inhibition, % at 12.8 µM; AID 720702;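 active = inhibition above the mean of all tested compounds plus 3 SD, set per campaign, cut at about 25% in these data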;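 note: 0% = DMSO with enzyme and 100% = buffer with substrate but no TDP2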
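test system = human TDP2 enzyme | input = TDP2 enzyme at 120 nM final | medium = 50 mM Tris-HCl pH 7.5 with Mg2+, KCl, DTT, BSA | also added = T5PNP substrate, 5 mM | times = 2 h at 37 °C | technique = epi absorbance | benchmarks = high control without enzyme, low control DMSO plus TDP2 | replication = each compound tested once, singlicate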
TCR CD3 inh: blocks the human TCR-CD3 interaction | TAMRA-labeled TCR probe fluorescence, biochemical | inhibition, % at 9.4 µM | 360,000 tested, 0.37% active; in the data active = inhibition above about 19%;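 note: recombinant mutant TCR 2C K166C tagged with TAMRA read by polarization; 0% = receptor in buffer alone and 100% = receptor with positive control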
SIAE primary: inhibitors of human sialic acid acetylesterase SIAE; SIAE FP-Rh probe binding, fluorescence polarization; 370,000 tested, 0.69% active; AID 1053197; inhibition, % at 9.66 µM;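 active = inhibition above a cutoff: mean of compounds within the control limits plus 3 SD of those, cut at about 17% in these data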;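 note: 0% = plate median of compound wells and 100% = probe without SIAE protein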
Target sequence (Q9HAT2 whole entry, looked up): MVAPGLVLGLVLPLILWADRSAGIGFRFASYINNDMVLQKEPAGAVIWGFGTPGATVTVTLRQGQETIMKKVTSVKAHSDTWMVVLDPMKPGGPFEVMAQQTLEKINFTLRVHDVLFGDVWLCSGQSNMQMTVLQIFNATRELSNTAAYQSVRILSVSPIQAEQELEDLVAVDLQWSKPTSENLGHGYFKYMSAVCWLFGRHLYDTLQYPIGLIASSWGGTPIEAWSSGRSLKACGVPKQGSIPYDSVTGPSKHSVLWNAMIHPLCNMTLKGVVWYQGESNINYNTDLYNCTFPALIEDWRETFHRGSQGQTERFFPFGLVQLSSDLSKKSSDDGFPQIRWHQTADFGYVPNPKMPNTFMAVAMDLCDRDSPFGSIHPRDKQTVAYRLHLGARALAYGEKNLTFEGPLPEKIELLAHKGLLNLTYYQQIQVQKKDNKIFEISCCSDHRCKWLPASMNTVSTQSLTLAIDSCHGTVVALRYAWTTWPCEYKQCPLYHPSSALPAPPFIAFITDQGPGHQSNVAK
DDE Tn7 FP inh: DD(E)-Tn7 binding inhibition, primary FP screen; P02675; FP displacement of FITC-Tn7 peptide from fibrin DD(E); 0% = median of compound wells per plate; inhibition, % at 8.3 µM; 370,000 tested, 0.13% active; AID 720508;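 active = inhibition above the mean of compounds falling within the control limits plus 3 SD of them, cut at about 14% in these data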;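 note: 0% = plate median of compound wells and 100% = 10 µM Aha-Tn7 peptide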
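System: human fibrin DD(E); quantity: Fibrin-DD(E) at 2 µM final; also added: fluorescent Tn7 probe at 0.1 µM; compound dosing: single nominal test concentration of 8.3 µM per compound; schedule: 10 min preincubation, 3 h with tracer, room temperature; detection: fluorescence polarization of the labelled Tn7 tracer; repeats: one replicate per compound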
KLK7 zymogen act: activators of human kallikrein-7 zymogen; activation, % at 7 µM; 370,000 tested, 0.9% active; purified proKLK7, EDANS-DABCYL substrate fluorescence; 100% is mature enzyme control, 0% vehicle; AID 652039; P49862;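 active = activation above the mean of all tested compounds plus 3 SD, computed per campaign excluding outliers beyond control limits, cut at about 13% in these data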
LEDGF integ inh: blocks HIV-1 LEDGF/p75-dependent DNA integration | TR-FRET IN-LEDGF/p75 DNA integration, Eu/Cy5 | inhibition, % at 3.7 µM | 370,000 tested, 0.64% active;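 active = inhibition above the screen-wide mean plus 3 SD, cut at about 13% in these data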;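 note: signal is the Cy5 over europium emission ratio at 671 and 618 nm; 0% = plate median of compound wells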
MBD2 DNA inh: MBD2-methylated oligo binding inhibition; TR-FRET, MBD2 binding to methylated oligonucleotide; Q9UBB5; inhibition, % at 4.4 µM; 370,000 tested, 0.31% active; in the data active = inhibition above about 13%
Active calls of the source: *; i = inactive; / = not tested or not shown. An unsorted share of the library. About 4.6% of those tested had a hit in this group.

SMILES	PRMT1 inh	UHRF1 binding	Tn6 DDE FP	TDP2 absorb	TCR CD3 inh	SIAE primary	DDE Tn7 FP inh	KLK7 zymogen act	LEDGF integ inh	MBD2 DNA inh
O=C(Nc1cccn(Cc2c(Cl)cccc2Cl)c1=O)c1ccc(Cl)cc1	1	1	1	-8	2	1	0	0.2	-3	-6
CC(C)(C)Sc1ccccc1S(=O)(=O)C(C)(C)C	0	0	0	6	3	-2	-1	0.0	-2	0
CCCC(=O)Nc1c(C(=O)OCC)oc2ccccc12	-2	0	1	2	0	5	1	0.1	3	-3
Cc1noc(C)c1COc1ccccc1C(=O)NC1CCC(C)CC1 (stereo not drawn)	-2	18	0	-7	13	2	-3	0.2	-3	0
Cc1ccc(N=c2c([N+](=O)[O-])nn(-c3ccc4c(c3)OCCO4)n2O)cc1F	-4	-3	-2	-24	7	-8	1	0.0	4	4
Cc1cccc(C)c1NC(=O)CN1N=NC2C(=O)N(c3cccc(Cl)c3)C(=O)C21 (stereo not drawn)	2	2	-7	-3	3	0	-5	-0.2	-1	-1
COc1ccc(OC)c(NC(=O)c2cn(C)c(=O)c3cc(OC)c(OC)cc23)c1	0	2	5	8	4	0	2	0.1	0	6
CSc1nnc(-c2cccs2)n1-c1ccccc1	3	2	2	-5	-2	0	3	-0.4	1	2
c1ccc(CNc2ncnc3c2ncn3C2CCCCO2)cc1 (stereo not drawn)	-4	1	8	-5	-2	-3	2	0.0	i	1
CC(C)(C)n1nnnc1C(c1ccccc1)N1CCN(c2ccc(F)cc2)CC1 (stereo not drawn)	1	-3	4	4	0	-1	7	-0.2	-2	1
COc1ccc(C(=S)N2CCCCCC2)cc1	26*	2	-5	-13	5	-10	2	0.1	-1	0
COC(=O)[C@]12C[C@H](CC(=O)NCC34CC5CC(CC(C5)C3)C4)C(=O)N(Cc3cccc4ccccc34)C1=C[C@H](COCc1ccccc1)O[C@@H]2C	3	0	1	-1	/	-2	-7	-0.5	1	2
c1c2c(cc3sc(N4CCCCC4)nc13)OCO2	3	2	-1	-3	-3	4	2	-0.4	-1	3
N#Cc1ccc(Oc2ncccn2)cc1	6	0	6	-10	-3	-5	0	0.7	-1	0
COc1ccc(-n2nnc3c(=O)n(CC(=O)NCC4CCCO4)cnc32)cc1 (stereo not drawn)	0	-1	0	-10	4	-4	-7	-0.3	1	0
O=C(Nc1cccc(S(=O)(=O)N2CCCC2)c1)c1cc(=O)[nH]c2ccccc12	0	-6	-6	-2	-4	7	0	-0.2	5	-2
COc1ccc(CC(=O)NCCc2ccc(OC)c(OC)c2)cc1	-4	2	-4	1	-3	5	0	0.6	3	1
CCC(=O)c1ccc(OCC(=O)NCCCN2CCOCC2)cc1	1	1	-9	0	8	-11	-3	-1.0	3	-2
COc1ccc(O)c(C(=O)c2cc(C#N)c(=O)n(Cc3ccccc3)c2)c1	-3	0	4	-1	-4	5	-1	0.5	2	-1
CCCn1c(=O)n(N)c2ccccc21	-5	6	-3	-20	-1	5	-11	-1.0	2	4

Four entries already listed, ordered by SMILES length, lowest first.
SMILES	PRMT1 inh	UHRF1 binding	Tn6 DDE FP	TDP2 absorb	TCR CD3 inh	SIAE primary	DDE Tn7 FP inh	KLK7 zymogen act	LEDGF integ inh	MBD2 DNA inh
CCCn1c(=O)n(N)c2ccccc21	-5	6	-3	-20	-1	5	-11	-1.0	2	4
COc1ccc(CC(=O)NCCc2ccc(OC)c(OC)c2)cc1	-4	2	-4	1	-3	5	0	0.6	3	1
COc1ccc(O)c(C(=O)c2cc(C#N)c(=O)n(Cc3ccccc3)c2)c1	-3	0	4	-1	-4	5	-1	0.5	2	-1
O=C(Nc1cccc(S(=O)(=O)N2CCCC2)c1)c1cc(=O)[nH]c2ccccc12	0	-6	-6	-2	-4	7	0	-0.2	5	-2

Next part.
SMILES	PRMT1 inh	UHRF1 binding	Tn6 DDE FP	TDP2 absorb	TCR CD3 inh	SIAE primary	DDE Tn7 FP inh	KLK7 zymogen act	LEDGF integ inh	MBD2 DNA inh
Cc1c(C(=O)c2ccc(Br)cc2)c(=O)n(C)c(=O)n1C	2	0	2	-20	6	-1	7	-0.5	-9	5
CN(CCc1ccccn1)C(=O)c1ccc(OC2CCN(CCc3ccccc3)CC2)cc1	3	1	4	3	-4	-3	7	-0.1	-3	4
Cc1cccc2c1nc(-c1ccccc1)n1cnnc21	0	0	4	0	4	-5	4	-0.4	2	-5
CCCCN(C)C(=O)c1coc(=O)c2ccccc12	-2	2	2	-10	-4	2	-2	-1.5	1	2
Cc1ccc(-n2nc3c(N4CCC(C(=O)NCCc5ccco5)CC4)nnc(C)c3c2C)cc1	21	6	-4	-5	4	-5	7	-1.8	2	16*
CC(C)CCOP(=O)(c1ccc(N(C)C)cc1)C(O)c1ccccc1 (stereo not drawn)	1	0	-1	-8	6	-2	1	-0.1	1	0
CN(C)S(=O)(=O)c1ccc(Cl)c(NC(=O)CSc2nc3c(cc2C#N)C(=O)CCC3)c1	2	-1	4	2	4	-4	3	-0.2	1	1
COc1cccc(S(=O)(=O)NCc2ccc(C(=O)N3CCN(c4ccccc4OC)CC3)cc2)c1	1	-1	-4	4	-4	0	7	0.4	1	-5
O=C(Cn1nnc(-c2ccccc2F)n1)OCC(=O)c1ccccc1	2	0	-4	2	-6	-5	-3	-0.1	-1	-6
Cc1cc(C)n(-c2nc3ccccc3nc2N2CCN(S(=O)(=O)c3ccc(F)c(C)c3)CC2)n1	1	3	-3	4	-5	-4	9	-0.4	-3	5
C=CCC[C@@H](Cc1ccc(F)cc1)C(=O)OC[C@@H](Cc1c[nH]c2ccccc12)NC(=O)[C@H](CC=C)CC(=O)N[C@H](CO)Cc1ccccc1	-2	-2	1	-9	7	-7	-1	0.7	-4	0
Cn1c(=O)c2c(nc(CCc3ccccc3)n2C)n(C)c1=O	-4	-1	4	-1	4	1	1	-0.1	2	3
C=C(C)Cn1c(SCC(=O)N/N=C/c2cccc(O)c2)nc2ccccc2c1=O	-1	-4	4	-4	2	3	3	0.8	-1	-6
Cc1cc(C)c(S(=O)(=O)N2CCCCC2CCNC(=O)C(=O)NCc2ccco2)c(C)c1 (stereo not drawn)	1	1	-1	-2	4	0	-4	0.1	0	-2
CC(C)C[C@@H](CO)N1CCN(CCCc2ccccc2)CCC1=O	-1	0	1	4	-2	-1	-3	0.3	5	0
Cc1ccc(NC(=O)CN(C)C(=O)COC(=O)COc2ccc(C#N)cc2)cc1	-4	0	-8	-1	2	-1	1	-0.5	0	6
CC1C(=O)N(Cc2cn(CCC3OCCO3)nn2)CCS(=O)(=O)N1Cc1ccc(-c2ccc(Cl)cc2)cc1 (stereo not drawn)	-3	-1	4	-6	3	-5	8	1.3	-8	-7
O=C(Nc1c(C(=O)N2CCOCC2)cnn1-c1ccccc1)c1ccc([N+](=O)[O-])cc1	0	1	3	3	2	-4	4	0.0	3	0
COC(=O)[C@]12CCCCC=C1N(Cc1ccco1)C(=O)[C@H](CC(=O)N1CCN(C(=O)C3CC3)CC1)C2	-6	2	-5	4	6	3	-4	0.3	2	-6
O=C(Nc1ccccc1)N(Cc1ccccc1)CC(O)C(F)(F)F (stereo not drawn)	-2	-1	7	-15	2	4	3	0.4	-1	1
CC(C)CC1(C(=O)O)NC(c2ccccc2O)C2C(=O)N(C(C)C)C(=O)C21 (stereo not drawn)	-1	0	-4	-8	1	3	-5	0.9	5	2
Cc1ccnc(SCc2cc(=O)c(OC(=O)c3ccc(S(=O)(=O)N4CCCC4)cc3)co2)n1	-2	0	6	2	4	4	3	0.1	-1	-1
CCN1CCN(C(=O)C2CCC(CNS(=O)(=O)c3ccccc3)CC2)CC1 (stereo not drawn)	0	-3	-4	-1	1	-1	-3	0.0	-1	-2
CC(C)(CO)NCc1cc(Br)ccc1OCc1ccccc1	-4	2	3	5	-6	2	6	-1.2	-4	3
Cn1c2ccccc2n2c(=O)c(=O)n(CC(=O)c3ccc(F)cc3)nc12	-1	-3	4	-4	8	5	-5	0.0	1	-1
O=C(CSc1n[nH]c(-c2ccncc2)n1)c1cccc([N+](=O)[O-])c1	-1	-2	-11	5	-4	1	-4	-0.2	0	4
O=C(NCCOc1ccccc1)c1ncn[nH]1	1	-2	4	-7	4	4	0	0.2	-2	-7
O=C(O)c1cccc(-c2ccc(/C=N/Nc3nn[nH]n3)o2)c1	10	10	-3	-5	5	-1	-3	-1.0	-9	-5
CCCSc1nsc(NC(=O)CC)n1	-1	0	3	4	7	-3	-3	0.3	0	3
CN(C)S(=O)(=O)c1cccc(-c2nnc(SCC(=O)NCCCCCC(=O)O)n2-c2ccc(F)cc2)c1	-2	-3	7	17	-5	16	3	0.9	3	4
CC(C)(C)C(=O)OCOC(=O)[C@@H]1N2C(=O)[C@@H](N=CN3CCCCCC3)[C@H]2SC1(C)C	-2	-2	1	12	-1	-3	-2	0.3	3	-6
CCC(=O)Nc1c2c(nn1-c1ccc(C)cc1C)CSC2	3	0	1	11	-2	-3	-6	0.0	-2	2
Cn1cccc1/C=N/NC(=O)CSc1nc2ccccc2n1C	6	-1	-6	-1	-3	3	-1	0.0	1	5
CCOC(=O)c1c(-c2ccncc2)csc1N	-4	-4	1	10	7	9	2	0.3	0	-6
CC(C)C[C@H]1COc2c(Cl)cccc2S(=O)(=O)N1Cc1ccc(F)cc1F	1	0	11	-1	-5	-6	2	0.7	-1	-5
COc1ccccc1CCNC(=O)CCn1c(=O)c2cccn2c2ccc(F)cc21	4	4	-8	-14	-5	-4	4	0.7	-6	2
O=c1c2ccccc2nc(COc2ccccc2)n1/N=C/c1ccc(O)cc1O	5	-1	-3	-19	21*	4	12	-2.7	2	0
CC1=C(C(=O)N2CCCCC2)C(c2cccs2)C2=C(CCCC2=O)N1 (stereo not drawn)	2	-1	3	1	-4	16	0	3.9	0	2
Cc1cc(C)c(S(=O)(=O)N2C[C@H]3CON(C)[C@H]3C[C@H]2c2ccc(N3CCCCC3)cc2)c(C)c1	-4	-1	-6	0	-4	-5	4	0.3	-1	1
CCc1noc(C)c1C(=O)OCC(=O)c1ccccc1OC	-2	0	-2	8	1	1	5	0.1	4	1
O=C(CSc1nnc(-c2ccc(F)cc2)c2ccccc12)NCC1CCCO1 (stereo not drawn)	1	1	-10	-18	-4	-1	0	0.0	5	-5
O=C(CSc1ccc2nnc(-c3ccncc3)n2n1)Nc1ccccc1F	-3	-3	4	-2	7	1	0	1.1	13	-4
CCN(CC)CCCNC(=O)C1CCN(C(=O)c2oc3cc4sc(N(C)C)nc4cc3c2C)CC1	5	5	-14	6	-3	-3	-4	13*	-1	3
O=C(Nc1ccc2c(c1)OCCO2)C1CCCN(S(=O)(=O)c2cccnc2)C1 (stereo not drawn)	-2	-2	6	6	4	0	-3	0.6	-3	1
COc1ccc(-c2csc(NC(=S)NC(=O)c3ccco3)n2)cc1	0	0	3	-5	1	-14	2	0.4	-1	0
